BoNT-A LC inh2 = BoNT A light chain protease inhibition. multiplex microsphere protease substrate cleavage, flow cytometry. AID 588499. inhibition, % at 10 µM. actives 0.17% (n = 360,000); further: plate controls were buffer without enzyme for full effect and enzyme alone for no effect
Anthrax LF prot = blocks Bacillus anthracis lethal factor protease; AID 588501; actives 0.12% (n = 360,000); P15917; inhibition, % at 10 µM; multiplex microsphere protease cleavage assay, LF; further: plate controls were buffer without enzyme for full effect and enzyme alone for no effect
BoNT-F LC inh = BoNT F light chain protease inhibition; Multiplex microsphere protease cleavage assay, flow cytometry; inhibition, % at 10 µM; actives 0.22% (n = 360,000); in the data active means inhibition above about 35%, passing the limit was not always enough; inconclusive means no clear call, values can overlap the other calls; further: plate controls were buffer without enzyme for full effect and enzyme alone for no effect
Y pestis TopoI = inhibitors of Yersinia pestis topoisomerase I. Y. pestis Topo-I cleavage product accumulation, plate reader. activity, % at 10 µM. actives 0.064% (n = 360,000); in the data active means activity above about 50%, passing the limit was not always enough; inconclusive means no clear call, values can overlap the other calls; further: inactives centre near 2
FadD28 binding = M. tuberculosis FadD28 bisubstrate binding inhibition; FadD28 bisubstrate probe binding, fluorescence polarization; inhibition, % at 12.5 µM; actives 0.22% (n = 360,000); in the data active means inhibition above about 8.5%, passing the limit was not always enough; inconclusive means no clear call, values can overlap the other calls
CCHF vOTU inh = CCHFV vOTU protease inhibition. inhibition, % at 11.5 µM. Pep-AMC fluorescence. actives 0.55% (n = 370,000); in the data active means inhibition above about 30%; further: 0% = vehicle wells with enzyme and 100% = no enzyme wells
PrPC TRFRET = cell surface PrPC inhibition, primary TR-FRET screen; TR-FRET read-out; P04156; inhibition, % at 13.8 µM; actives 0.43% (n = 370,000); in the data active means inhibition above about 24%; further: 0% = median of the test wells and 100% = reference compound wells
PfHsp40 yeast = restores yeast growth despite PfHsp40 toxicity; growth rescue, % at 12.5 µM; S. cerevisiae expressing PfHsp40, growth rescue, ATP luminescence; actives 0.68% (n = 340,000); in the data active means growth rescue above about 28%, passing the limit was not always enough; inconclusive means no clear call, values can overlap the other calls;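 further: yeast W303a lacking pdr1 and pdr3 grown in galactose medium; growth measured after three days at 30 °C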
TcdB GH inh = TcdB glycohydrolase inhibition | inhibition, % at 9.99 µM | P18177 | TcdB glycohydrolase enzymatic assay, plate reader | actives 0.24% (n = 350,000); in the data active means inhibition above about 10%
* = called active by the depositor; u = inconclusive; x = not tested or not shown; & = joins results of further samples. Unless noted, no stated cut-off is given here; in the data, active means inhibition above about 30%; inconclusive means no clear call, values can overlap the other calls; inactive means below that. Hits appear at their usual frequency, and some 2.3% of all compounds hit somewhere here.

SMILES	BoNT-A LC inh2	Anthrax LF prot	BoNT-F LC inh	Y pestis TopoI	FadD28 binding	CCHF vOTU inh	PrPC TRFRET	PfHsp40 yeast	TcdB GH inh
C=CCC12C=C(OC)C(=O)OC(OC)(C1O)[C@H](c1ccc3c(c1)OCO3)[C@H]2C (some centres not stated)	-0.4	-1	2	20	u	-5	1	0.4	2.3
Cc1c(CN2CCC(CO)(CCOc3ccccc3)CC2)c(=O)n(-c2ccccc2)n1C	-0.8	-6	1	-12	-2.3	10	-14	-0.5	0.7
Cc1ccc(NC(=S)N2CCCC2)cc1	0.0	0	2	4	0.6	17	-2	0.3	1.3
CCOC(=O)CSc1ccc2nnc(CCNS(=O)(=O)c3ccccc3)n2n1	0.7	-2	-2	3	-1.4	14	0	-0.3	-0.6
COc1ccc(NC(=O)COC(=O)/C=C/C(=O)OCC(=O)Nc2ccc(OC)c(Cl)c2)cc1Cl	0.0	-1	-4	-12	-3.7	9	1	0.5	x
COC(=O)Nc1ccc(S(=O)(=O)N2CCCCCC2)cc1	-0.7	-6	-1	6	-1.1	-6	-3	-0.6	x
COc1ccc(NC(=O)NCCN2CCc3ccccc3C2)cc1	1.0	3	5	-9	0.1	0	4	-0.8	x
CC(C)COC(=O)Nc1ccccc1C(=O)N1CCOCC1	0.3	-7	0	10	0.6	6	-7	-1.0	x
CCOc1ccc(Cl)cc1S(=O)(=O)N1CCCC1	0.8	-1	-2	-1	-1.5	-2	-1	-0.6	x
COc1ccccc1C1CC(c2ccc(C)cc2)Nc2ncnn21 (configuration not stated)	-0.3	-11	-10	13	-5.3	0	3	-0.2	x
O=C(Nc1ccc2c(c1)OCO2)c1cncc(Br)c1	-0.1	0	3	-9	-1.5	0	11	-1.0	x
Cc1ccc2ccccc2c1NC(=O)c1ccco1	-1.1	8	12	-1	-4.2	-2	5	-0.5	-0.9
COc1ccc(S(=O)(=O)N2CCN(C(=O)c3cc(-c4ccc(C)cc4)n[nH]3)CC2)cc1	-0.4	2	-5	15	0.5	8	-4	1.1	1.2
Cc1nnc(NC(=O)CSc2nc3[nH]ncc3c(=O)[nH]2)s1	0.1	-1	4	3	0.3	-14	-4	1.0	1.4
CC(C)N1CCC1(C)C(=O)Nc1ccc2scnc2c1 (configuration not stated)	-0.6	-3	3	10	0.6	-12	1	x	1.5
O=C(NCc1ccncc1)Nc1cccc([N+](=O)[O-])c1	0.2	-2	0	0	-3.3	2	-22	-0.4	x
Cc1ccccc1NCN1C(=O)C2CCC(C)(C1=O)C2(C)C (configuration not stated)	-0.1	0	-5	3	-4.1	-9	-7	-1.2	0.5
O=C(NCc1ccc(F)cc1)c1[nH]c(C(F)(F)F)nc1-c1ccccc1	0.0	-5	-12	x	-0.5	2	0	x	2.9
O=C(CCn1cccc1)NC1CCCc2ccccc21 (configuration not stated)	-0.6	-1	-4	-9	-2.0	4	1	-0.4	x
CCOC(=O)CNc1c(-c2ccc(Cl)cc2)nc2cnccn12	1.8	6	12	-12	-0.6	-159	-15	0.7	x
Oc1ccc(C[C@H]2CNC(=S)N2CC2CCCN2C[C@H](Cc2ccc(O)cc2)N2C[C@H](Cc3ccccc3)N(CC3CCCCCC3)C2=S)cc1 (some centres not stated)	-0.3	2	-3	37	-3.1	10	-2	0.3	1.2
CCOC(=O)c1noc(C)c1C(=O)Nc1cccc(F)c1	-0.7	-3	13	-1	-2.3	0	2	-0.1	x
COC(=O)CSc1n[nH]c(-c2ccncc2)n1	0.0	-3	-3	1	-3.6	-17	1	-0.7	x
O=C(COC(=O)c1ncc(Cl)c(Cl)c1Cl)NC1CCS(=O)(=O)C1 (configuration not stated)	-1.6	-1	-4	2	-3.7	-2	0	-1.2	-1.2
C=C(C)C(=O)Nc1cccc(C2=NOC3(C2)C[C@H](C(N)=O)N(C(=O)CC)C3)c1 (some centres not stated)	-0.4	-4	-3	5	-3.2	x	x	-0.4	x
CCCCN1CN=C(Nc2nc3ccccc3o2)NC1	0.7	3	2	2	-1.4	-17	3	0.1	x
O=C1c2ccccc2-c2nc3ccccc3n21	u	3&-3	u	-3&-2	-0.5&-0.3	-8&2	5&4	0.3&-0.1	1.9
O=C(CCc1ccccc1)N/N=C/c1cc(Br)ccc1O	-1.0	0	-8	6	-3.0	2	2	-0.7	0.8
N/C(=N\N=C\c1ccc(O)c(O)c1)c1nonc1N	-0.4	0	0	-8	-1.2	-7	-7	-0.1	5.1
COCc1c(C(=O)NCC(c2ccco2)N2CCCC2)oc2ccccc12 (configuration not stated)	0.0	-6	3	-13	-1.6	13	1	x	1.1
CCCn1c(N)c(C(=O)CSc2nc3ccccc3c(=O)n2-c2ccc(OC)cc2)c(=O)[nH]c1=O	-0.2	-1	-7	29	-1.9	-7	6	-0.7	0.8
CCOc1cc(C)c(S(=O)(=O)N2CCCC2)cc1C	0.4	-1	0	1	-2.0	-12	4	-0.1	x
O=S(=O)(Nc1cccc(S(=O)(=O)N2CCCC2)c1)c1ccc(Br)cc1	-1.1	0	-1	-2	1.9	-1	6	x	-0.4
Cc1cc(O)c(C(=O)/C=C/c2ccccc2O)c(=O)o1	-1.6	10	8	-4	-1.8	-5	0	1.6	1.3
O=C(Nc1cccc(Cl)c1)c1nc[nH]c1C(=O)N1CCc2ccccc2C1	0.3	-3	6	-1	-1.9	5	2	1.2	-0.6
O=S1(=O)N=C(N/N=C/c2ccc(Br)o2)c2ccccc21	-1.2	-3	-3	2	-2.9	10	8	-1.4	0.4
COc1cc(/C=C2/NC(=O)NC2=O)ccc1OCC(=O)Nc1ccc(F)cc1	0.3	-1	1	-4	-3.6	0	-10	2.2	-0.6
CNC(=S)NCCc1ccc(OC)cc1	-0.9	-3	-2	3	-1.1	2	13	-1.0	0.4
Cn1c(=N)n(CC(=O)c2ccc(Cl)c(Cl)c2)c2ccccc21	-2.9	12	-15	2	-4.5	-14	1	0.5	0.7
Cc1nc(NC(=O)c2ccncc2)sc1C(=O)N(C)C	0.7	-2	-8	-1	-2.0	18	0	0.8	0.1

Of the compounds above, 6 contain an NH in an aromatic ring.
SMILES	BoNT-A LC inh2	Anthrax LF prot	BoNT-F LC inh	Y pestis TopoI	FadD28 binding	CCHF vOTU inh	PrPC TRFRET	PfHsp40 yeast	TcdB GH inh
COc1ccc(S(=O)(=O)N2CCN(C(=O)c3cc(-c4ccc(C)cc4)n[nH]3)CC2)cc1	-0.4	2	-5	15	0.5	8	-4	1.1	1.2
Cc1nnc(NC(=O)CSc2nc3[nH]ncc3c(=O)[nH]2)s1	0.1	-1	4	3	0.3	-14	-4	1.0	1.4
O=C(NCc1ccc(F)cc1)c1[nH]c(C(F)(F)F)nc1-c1ccccc1	0.0	-5	-12	x	-0.5	2	0	x	2.9
COC(=O)CSc1n[nH]c(-c2ccncc2)n1	0.0	-3	-3	1	-3.6	-17	1	-0.7	x
CCCn1c(N)c(C(=O)CSc2nc3ccccc3c(=O)n2-c2ccc(OC)cc2)c(=O)[nH]c1=O	-0.2	-1	-7	29	-1.9	-7	6	-0.7	0.8
O=C(Nc1cccc(Cl)c1)c1nc[nH]c1C(=O)N1CCc2ccccc2C1	0.3	-3	6	-1	-1.9	5	2	1.2	-0.6

(continued)
SMILES	BoNT-A LC inh2	Anthrax LF prot	BoNT-F LC inh	Y pestis TopoI	FadD28 binding	CCHF vOTU inh	PrPC TRFRET	PfHsp40 yeast	TcdB GH inh
C=CCn1c(O)c(C(C)=Nc2ccc3c(c2)CCC3)c(=O)[nH]c1=O	x	x	x	12	0.5	-7	7	-0.3	2.8
O=Cc1ccccc1OCCOc1ccccc1C=O	-0.7	-1	-5	-6	-3.0	6	-11	5.0	0.8
CCOC(=O)N1CCN(c2ccc(Cl)c(Cl)c2)CC1	-0.2	-2	8	-2	0.0	8	-1	0.7	x
Cc1cccc(CNC(=O)c2ccccc2N)c1	4.5	6	17	-1	-2.9	-31	-4	-0.9	x
COc1ccc(Oc2nc3ccccc3n3cccc23)cc1	0.4	2	-1	11	1.5	3	-6	-0.7	x
Cc1ccc(Nc2nnc(SCC(=O)NCC3CCCO3)s2)cc1C (configuration not stated)	x	x	x	16	-0.1	8	-3	-1.7	2.0
CCCn1c(SCC(=O)Nc2nnc(CC)s2)nnc1-c1ccncc1	-0.1	1	-5	-4	-3.4	2	8	-0.4	-0.5
COc1cc(OC)cc(-c2c(Sc3ccccc3)c3cc(-c4ccc(OC)nc4)ccc3n2C)c1	0.9	-3	-2	x	x	12	7	x	-1.8
Cc1ccc(Cl)cc1NC(=O)N(C)CCO	2.3	5	14	0	-1.7	12	6	-0.1	-1.9
O=c1c(Br)c(N2CCCCC2)cnn1-c1ccccc1	-0.3	-4	-4	0	-2.5	-11	11	1.3	-0.4
CC(C)C(C(=O)Nc1ccc(S(N)(=O)=O)cc1)N1C(=O)c2ccccc2C1=O (configuration not stated)	-0.2	0	-4	1	-13	3	9	1.5	3.1
O=C(Nc1ccccc1)N1CC=C(c2ccc(F)cc2)CC1	0.1	-2	-1	12	-0.7	3	4	2.5	x
COc1ccccc1C(O)Cc1nc2ccccc2n1C (configuration not stated)	0.1	-1	-3	6	-3.6	6	-2	-1.0	x
CN(Cc1ccc(F)cc1)C(=O)C(c1ccccc1)c1ccccc1	-8.3	0	-13	25	0.5	7	13	0.8	1.9
O=C(c1ccc2c3c(cccc13)CC2)C1CCCN(C(=O)c2cccnc2)C1 (configuration not stated)	1.1	2	0	25	-5.9	-26	-12	1.4	-0.8
O=C1NNC(c2ccccc2)=N/C1=C\c1ccco1	x	x	x	-9	-0.8	6	-6	1.1	-0.1
